Compound activity deposited in PubChem BioAssay by Broad Institute.
LGR2 antag – blocks bursicon-induced cAMP signaling via Drosophila LGR2 | HEK293 LGR2, CRE-luciferase, bursicon-stimulated, 4 h | inhibition, % at 9.99 µM | hit rate 0.35% among 380,000;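 active means drop in luminescence signal, shown as inhibition above about 50% in the replicate tests, limit read from the data, passing the limit was not always enough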;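 further: agonist challenge used bursicon conditioned medium at about half maximal strength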
S100A4 MyoIIA – S100A4-myosin IIA interaction inhibition. AID 652163. hit rate 0.14% among 360,000. inhibition, % at 10.7 µM. P26447. S100A4/TAMRA-MyoIIA peptide fluorescence polarization;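 active means mean inhibition of at least 70% across replicates, with every replicate also reaching that level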
Target sequence (P26447 whole entry, looked up): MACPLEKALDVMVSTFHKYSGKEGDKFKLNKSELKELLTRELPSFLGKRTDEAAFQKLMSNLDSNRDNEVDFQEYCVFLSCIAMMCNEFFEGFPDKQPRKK
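Material: S100A4 monomer protein | Medium: HEPES pH 7.2 with CaCl2, KCl, NaCl, DTT, Triton | Reagent: Labelled myosin peptide probe, 5 nM | Doses: One dose per compound | Times: 5 min incubation before reading | Benchmarks: Neutral control DMSO, positive control TFP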
Casp6 inh – inhibitors of human caspase-6; inhibition, % at 12.5 µM; P55212; purified caspase-6, Z-VEID-R110 cleavage fluorescence; hit rate 0.53% among 350,000;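 active means mean inhibition across replicates at least about 35%, with every replicate also reaching that limit, limit read from the data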;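 further: 0% = median of neutral control wells and 100% = no fluorescence left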
Target sequence (P55212 24-179 limits assumed): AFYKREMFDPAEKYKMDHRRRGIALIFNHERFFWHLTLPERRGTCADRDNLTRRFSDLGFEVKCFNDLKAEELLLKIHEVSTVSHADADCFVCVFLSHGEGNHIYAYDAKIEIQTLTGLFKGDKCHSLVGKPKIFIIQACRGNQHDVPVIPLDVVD
Target sequence (P55212 194-293 limits assumed): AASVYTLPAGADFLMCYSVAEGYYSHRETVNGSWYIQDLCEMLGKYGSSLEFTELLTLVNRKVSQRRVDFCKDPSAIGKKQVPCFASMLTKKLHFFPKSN
C2C12 statin – suppressors of simvastatin-induced myotoxicity in C2C12 myotubes; ATP luminescence, 48 h; scaled: DMSO 0, geranylgeraniol control 100; hit rate 0.78% among 330,000; AID 602340; rescue of ATP level, % at 7.49 µM;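 active means mean ATP rescue above about 67%, or every replicate alone reaching that limit, limit read from the data, passing the limit was not always enough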;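 further: myotubes were challenged with 10 µM simvastatin during compound exposure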
SIRT5 inh – sirtuin-5 (human) deacylase inhibition | Purified SirT5, succinyl-peptide AMC, trypsin-coupled fluorescence | hit rate 1.1% among 330,000 | Q9NXA8 | inhibition, % at 15 µM; in the data active means inhibition above about 15%
Target sequence (Q9NXA8 whole entry, looked up): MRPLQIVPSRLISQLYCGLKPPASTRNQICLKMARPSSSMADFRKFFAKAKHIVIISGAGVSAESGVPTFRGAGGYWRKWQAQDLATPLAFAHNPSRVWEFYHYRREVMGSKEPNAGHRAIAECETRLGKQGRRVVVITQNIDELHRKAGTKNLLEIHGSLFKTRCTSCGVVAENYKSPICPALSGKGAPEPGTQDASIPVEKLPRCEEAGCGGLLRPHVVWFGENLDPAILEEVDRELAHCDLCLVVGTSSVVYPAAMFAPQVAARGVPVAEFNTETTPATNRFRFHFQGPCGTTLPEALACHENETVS
esBAF inh – blocks esBAF chromatin remodeling in mouse ES cells; Bmi1-luciferase knock-in reporter, 24 h; 100% = twice the neutral-well signal; reporter increase, % at 12.5 µM; hit rate 2% among 350,000; in the data active means activation above about 40%;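 further: 0% = median of the plate's neutral control wells and 100% = double that signal; a rise in the Bmi1 reporter signal indicates esBAF inhibition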
FN deposit inh – fibronectin deposition inhibition | AH1F fibroblasts, Alexa488-fibronectin deposition fluorescence, overnight | inhibition, % at 12.6 µM | hit rate 0.086% among 350,000;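 active means mean inhibition across replicates of 30% or more, regardless of how many single replicates reach that level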;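 further: positive control wells lacked labelled fibronectin entirely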
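Material – AH1F fibroblast monolayer, labelled fibronectin deposition · Reagent – labelled fibronectin 24 nM · Timing – 1 h adhesion, overnight exposure · Measured by – fluorescence at 485 nm excitation, 525 nm emission · Read-out – inhibition of fibronectin deposition signal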
Starred values were filed as active, the others as inactive; nt = not tested or not shown.

Molecule,LGR2 antag,S100A4 MyoIIA,Casp6 inh,C2C12 statin,SIRT5 inh,esBAF inh,FN deposit inh
CC(=O)OC[C@]1(OC(C)=O)C[C@@]23CC[C@H]4[C@@](C)(CCC[C@@]4(C)C(=O)O)[C@@H]2CC[C@@H]1C3,nt,-10,2,2,0,-6,4
C[C@@H]1CN([C@@H](C)CO)C(=O)c2cc(NC(=O)Cn3cnnn3)ccc2O[C@H]1CN(C)C(=O)Nc1ccc2c(c1)OCO2,-7,-3,-3,-22,-2,5,-13
CN(CC12CC3CC(CC(C3)C1)C2)C(=O)c1ccco1,1,1,7,5,2,3,0
O=C(CSc1nc2[nH]ncc2c(=O)n1-c1ccccc1Br)NCc1ccccc1Cl,-1,5,4,nt,-7,nt,1
CCN(CC)C(=O)C1=C(C)N(Cc2ccc(F)cc2)C(=O)C(CC(=O)NC2CCCC2)C1 (configuration not stated),0,7,0,10,-2,-2,0
CCCC#Cc1cnc2c(c1)C(=O)N([C@H](C)CO)C[C@H](C)[C@@H](CN(C)S(=O)(=O)c1cccc(OC)c1)O2,-2,2,32,2,6,8,nt
O=C(O)/C=C/C(=O)NC1CCC(CC2CCC(NC(=O)/C=C/C(=O)O)CC2)CC1 (configuration not stated),8,-5,-4,0,9,-2,4
COc1cc2oc(=O)ccc2cc1[C@H](O)[C@@H](O)C(C)(C)O,4,-1,1,-5,nt,-7,-1
Cc1ccnc(SCCn2c(N3CC(C)OC(C)C3)nc3c2c(=O)n(C)c(=O)n3C)n1 (configuration not stated),-10,0,-4,nt,1,nt,nt
CC(CCn1cccn1)NC(=O)c1cc(COc2ccc(F)cc2F)on1 (configuration not stated),-5,-5,2,0,3,0,6

Overlap with the part before: 2 entries, followed by the next part.
Molecule,LGR2 antag,S100A4 MyoIIA,Casp6 inh,C2C12 statin,SIRT5 inh,esBAF inh,FN deposit inh
Cc1ccnc(SCCn2c(N3CC(C)OC(C)C3)nc3c2c(=O)n(C)c(=O)n3C)n1 (configuration not stated),-10,0,-4,nt,1,nt,nt
CC(CCn1cccn1)NC(=O)c1cc(COc2ccc(F)cc2F)on1 (configuration not stated),-5,-5,2,0,3,0,6
Cc1ccc(S(=O)(=O)Nc2ccc3c(c2)CC(=O)N([C@@H](C)CO)C[C@@H](C)[C@@H](CN(C)S(=O)(=O)c2c(C)noc2C)O3)cc1,-3,-1,-2,-7,6,3,nt
COc1cccc(CCNC(=O)CCc2nnc(-c3cc(C)oc3C)o2)c1,12,11,0,0,-3,-2,-10
Cc1cccc(N2CC(O)(c3cccs3)[N+]3=C2CCCC3)c1 (configuration not stated),6,17,-2,6,5,-8,4
Cc1ccc(S(=O)(=O)N2[C@@H](CO)CO[C@H]2CC(=O)c2cccc3ccccc23)cc1,5,-3,2,nt,0,nt,15
FC(F)(F)c1ccc(Cl)c(-n2c(Cc3cccs3)n[nH]c2=S)c1,10,-5,-1,nt,-3,nt,2
COC(=O)c1ccc(NC(=O)C2CCCO2)cc1 (configuration not stated),nt,nt,nt,-5,nt,29,-8
Cc1ccc(NC2=NC(c3ccc(F)cc3)n3c(nc(C)cc3=O)N2)cc1 (configuration not stated),-7,0,0,16,-1,-3,-12
CCOC(=O)/C(C#N)=C1/C=Nc2ccccc2N1,nt,nt,nt,2,nt,10,-16
COc1ccc(-c2ccccc2[C@H]2[C@@H](C#N)N(C(=O)NC3CCCC3)[C@H]2CO)cc1,1,-54,0,nt,5,nt,-1
COc1ccccc1OCCNC(=O)C1CC(=O)N(Cc2ccccc2)C1 (configuration not stated),4,-20,-81,3,1,1,4

Record cards, from the list above. Values in the order: LGR2 antag, S100A4 MyoIIA, Casp6 inh, C2C12 statin, SIRT5 inh, esBAF inh, FN deposit inh
`COc1ccccc1OCCNC(=O)C1CC(=O)N(Cc2ccccc2)C1` (configuration not stated) is listed as 4, -20, -81, 3, 1, 1, 4
`FC(F)(F)c1ccc(Cl)c(-n2c(Cc3cccs3)n[nH]c2=S)c1` is listed as 10, -5, -1, nt, -3, nt, 2

(further entries)
Molecule,LGR2 antag,S100A4 MyoIIA,Casp6 inh,C2C12 statin,SIRT5 inh,esBAF inh,FN deposit inh
CN1C(=O)C(C)(C)c2cc(S(=O)(=O)N3CCCC3C(=O)NCc3ccccc3Cl)ccc21 (configuration not stated),2,-6,-3,8,nt,-1,-20
Cc1cccc(Cn2c(NC3CCCC3)nc3c2c(=O)[nH]c(=O)n3C)c1,2,-1,1,6,-1,4,11
CCc1cccc(Oc2nn[nH]n2)c1,4,2,2,-3,0,3,nt
Cc1cc(C(=O)OC(C)C(=O)NC2CCCCC2C)c2ccccc2n1 (configuration not stated),-2,-6,5,-4,nt,-2,-2
COc1ccc(S(=O)(=O)N2CCCCC2)cc1NC(=O)c1ccco1,-10,3,1,4,-1,-1,-10
COc1ccc(C2c3c(oc4ccccc4c3=O)C(=O)N2c2ccccn2)cc1OC (configuration not stated),13,-2,-1,8,-2,4,-13
CCNC(=O)C[C@H]1CC[C@@H]2[C@@H](COc3ccc(NC(=O)Nc4c(C)noc4C)cc3C(=O)N2C)O1,-10,-4,-1,4,2,1,-6
O=C(COc1ccc(Cl)cc1)NNC(=O)CSc1nncs1,6,-19,0,1,0,-9,9
CCC(=O)N1[C@@H]2Cn3c(ccc(-c4ccncc4)c3=O)[C@H]1[C@@H](C(=O)N1CCc3ccccc3C1)[C@@H]2CO,6,11,0,0,-62,0,nt
Cc1cc(NC(=O)COC(=O)c2ccc([N+](=O)[O-])cc2Cl)no1,-10,-5,2,-1,0,-1,nt
CC(=O)Nc1ccc(S(=O)(=O)NCCC(=O)OCC(=O)c2cccc(Br)c2)cc1,-4,-4,7,-1,0,0,0
COc1ccc(Br)c(C(=O)N2CCCC2(C)C(=O)NCC(C)C)c1 (configuration not stated),-3,-3,2,3,-1,-3,6
COc1ccc(C(CNC(=O)c2cccc(NS(=O)(=O)c3ccc(C)c(F)c3)c2)N2CCCC2)cc1 (configuration not stated),10,-9,-199,3,2,8,-4
O=C(O)/C=C/C(=O)NCCC1=CCCCC1,14,-4,1,nt,-5,nt,-6
COc1ccc(-c2cnnn2-c2ccc(NC(=O)c3ccc(S(=O)(=O)N4CCCCC4)cc3)cc2)cc1OC,-32,-3,1,nt,0,nt,8
COC(=O)CN=Cc1c(C)[nH]n(-c2ccccc2)c1=O,2,-6,-1,nt,-2,nt,3
CCC(C)[C@H]1CNC(=O)C(=O)N1CCc1cccc2ccccc12 (some centres not stated),-8,-1,0,nt,nt,nt,3
C[C@@H]1CN([C@@H](C)CO)C(=O)c2ccccc2-c2ccccc2CO[C@@H]1CN(C)S(=O)(=O)c1ccccc1F,-1,-1,2,1,-4,-1,-7
Cc1ccc(S(=O)(=O)CCC(=O)OCC(=O)N2c3ccccc3NC(=O)C2(C)C)cc1,-10,-8,2,12,-3,1,-5
CNc1[nH]ncc1[N+](=O)[O-],-8,25,9,nt,4,nt,3

Carrying on:
Screens in order – LGR2 antag, S100A4 MyoIIA, Casp6 inh, C2C12 statin, SIRT5 inh, esBAF inh, FN deposit inh
> O=C(CC1Sc2ncnn2C1=O)Nc1ccccc1 (configuration not stated)
  15, 1, 2, -8, 4, -1, nt
> CSC(=O)CC(=O)NC(=O)c1ccccc1
  nt, nt, nt, 9, nt, -4, 2
> CNC[C@@H]1Oc2ccc(NC(=O)Nc3ccccc3)cc2C(=O)N([C@@H](C)CO)C[C@@H]1C
  5, 2, 0, 3, 3, -4, 0
> CC1(NC(=O)CCc2ccccc2)CCN(CCCc2ccccc2)C1=O (configuration not stated)
  -1, -7, nt, 18, nt, -5, -1
> COc1ccccc1N1CCN(c2ccc(Cl)nn2)CC1
  -16, 0, 2, nt, 3, nt, -13
> COc1ccccc1N1C(=O)c2cccc3cccc(c23)C1=O
  -6, 2, 0, 1, -1, -10, 3
> O=C(c1ccccc1[N+](=O)[O-])N(CCc1ccccc1)Cc1ccccc1
  -24, -18, -6, 7, -2, 1, -6
> CN1C(=O)c2cc(NC(=O)c3cccs3)ccc2OC[C@@H]2O[C@H](CC(=O)NCC3CC3)CC[C@@H]21
  -21, nt, nt, -20, nt, -4, -1
> CCOC(=O)c1cccc(NC(=O)c2ccc(-n3cnnn3)cc2)c1
  11, -2, -2, -1, -8, -3, 2
> CC(C)CC(NC(N)=O)C(=O)NCCc1ccc(Cl)cc1Cl (configuration not stated)
  nt, 1, -2, nt, -6, nt, -1
> CCOC(=O)Cc1c(C)[nH]c(=S)[nH]c1=O
  -13, nt, nt, 4, nt, 0, nt
> CC(C)NC(=O)N(C)C[C@H]1Oc2ncc(C#CC3CCCCC3)cc2C(=O)N([C@@H](C)CO)C[C@@H]1C
  4, nt, nt, 32, nt, 4, nt
> COc1cc(OC)cc(C(=O)NNC(=O)c2ccccn2)c1
  -13, -2, -2, -4, 2, -9, 7
> Cc1ccc(NC(=O)C2CCN(S(=O)(=O)c3ccc4c(c3)CCCC(=O)N4)CC2)cc1N(C)C
  -10, -1, 4, 1, 0, -3, -1
> COc1cccc(/C=N/n2c(C3CCCCC3)n[nH]c2=S)c1OC
  -9, 0, -2, -9, -2, 5, -60
> O=C(Cc1cccnc1)N1CC(=O)N2[C@H](C1)[C@@H](c1ccc(C3=CCCCC3)cc1)[C@@H]2CO
  9, 3, -2, nt, -2, nt, 6
> Cc1ccc(C(=O)N2[C@@H]3CN(C)C(=O)[C@@]2(C)[C@H]2C(=O)N(Cc4ccccc4)C(=O)[C@@H]32)cc1
  -8, 1, -2, 6, -2, -5, 9
> CC(C(=O)Nc1ccc(N(C)C)cc1)N1C(=O)c2ccccc2S1(=O)=O (configuration not stated)
  15, -1, 6, 8, 1, 20, -4
> COc1ccc(S(=O)(=O)N2CC(=O)Nc3ccccc32)cc1Cl
  -13, 3, -2, -6, 0, -9, -4
> C[C@@H]1CN([C@@H](C)CO)C(=O)c2cc(-c3cccc(C#N)c3)cnc2O[C@@H]1CN(C)Cc1cncnc1
  2, 6, 1, 0, -6, -5, -2
> CCc1ccc(/C=N/NC(=S)NCCc2ccccc2)cc1
  -13, nt, nt, -1, nt, 4, nt
> CC#CC[N+](C)(C)CCCCCCCCCCCC
  12, -3, -22, nt, 3, nt, 9
> C[C@@H](NC(=O)[C@H]1[C@H](CO)[C@H]2Cn3c(cccc3=O)[C@H]2N1CC1CC1)c1ccccc1
  -6, 13, 0, -1, 2, 1, nt
> Cc1cccc2nc(-c3ccco3)c(Nc3ccc4c(c3)OCCO4)n12
  5, 1, 3, 15, -1, 2, 4
> O=C(OCC(=O)N(CCc1ccccc1)Cc1ccccc1)c1cccc(O)c1
  6, 0, -1, nt, -4, nt, nt

The list is partial (hit frequency here may not be typical).
